TLR9-MyD88 block = TLR9-MyD88 interaction inhibition. Q9NR96+Q99836. CHO BLA complementation TLR9-MyD88, CCF4 FRET ratio. inhibition, % at 4.98 µM. 340,000 compounds, 0.21% hits. AID 504734;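 active = inhibition above the mean over all tested compounds plus 3 SD, cut at about 21% in these data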;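 also: 0% = DMSO only wells and 100% = clavulanate BLA inhibitor control wells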
NCOA2 inhibitor = inhibits human steroid receptor coactivator 2; HEK293 GAL4-SRC2 luciferase reporter, luminescence; inhibition, % at 9 µM; 370,000 compounds, 0.17% hits; Q15596; AID 651957;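 active = inhibition above the mean inhibition of all tested compounds plus 3 SD, set per campaign, cut at about 52% in these data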;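 also: 0% = DMSO treated cells and 100% = cells given Gossypol at 36 µM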
Granule exo inh = blocks lytic granule exocytosis; TALL-104 LAMP-1 surface exposure, flow cytometry; cells stimulated with thapsigargin and PMA; inhibition, % at 10 µM; 360,000 compounds, 0.66% hits; AID 651702;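 active = inhibition above about 55%, limit read from the data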
NR2F2 inh = inhibitors of human COUP-TFII (NR2F2); inhibition, % at 8.6 µM; P24468; AID 686940; HEK293T NGFI-A luciferase reporter, luminescence; 370,000 compounds, 0.7% hits;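 active = inhibition above a per-plate cutoff, mean inhibition of test wells between control levels plus 3 SD, cut at about 38% in these data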;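 also: cells cotransfected with COUP-TFII expression vector driving the NGFI-A reporter; 0% = median of COUP-TF2 test wells and 100% = reporter-only cells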
SRC1 inh = inhibitors of human steroid receptor coactivator 1 (SRC1); AID 588354; inhibition, % at 3.6 µM; Q15788; HEK293 GAL4-SRC1 luciferase reporter, luminescence; 360,000 compounds, 0.12% hits;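 active = inhibition above the campaign mean plus 3 SD, with each screening campaign given its own cutoff, cut at about 60% in these data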;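 also: 0% = DMSO treated cells and 100% = gossypol at 36 µM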
NOD2-RIPK2 inh = blocks binding of human NOD2 to RIPK2 | O43353 | CHO BLA complementation NOD2-RIPK2, CCF4 ratio | inhibition, % at 4.98 µM | 360,000 compounds, 0.38% hits | AID 624267; in the data active = inhibition above about 21%;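 also: 0% = vehicle only and 100% = reference blocker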
NR5A2 inv ag = suppresses constitutive activity of human LRH-1; 360,000 compounds, 0.13% hits; inhibition, % at 3.6 µM; AID 602396; HEK293T StAR-luciferase reporter, LRH-1 transfected, 24 h; O00482;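 active = inhibition above the mean inhibition of all tested compounds plus 3 SD, cut at about 73% in these data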;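 also: 0% = DMSO wells and 100% = reporter-only cells lacking LRH-1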
SRC3 inh = inhibits human SRC3 coactivator; Q9Y6Q9; HEK293 GAL4-SRC3 luciferase reporter, luminescence; 360,000 compounds, 0.17% hits; AID 588352; inhibition, % at 3.6 µM;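 active = inhibition above a per-campaign cutoff, the mean of all compounds plus 3 SD, cut at about 60% in these data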;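 also: 0% = DMSO-treated cells and 100% = gossypol-treated cells at 36 µM; higher means less SRC3-driven luciferase light from the GAL4 reporter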
ABHD5-PLIN5 inh = blocks binding of human ABHD5 to perilipin-5 | inhibition, % at 4 µM | Split G. princeps luciferase complementation, luminescence, 4 h | 360,000 compounds, 0.78% hits;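 active = inhibition above the mean inhibition across every tested compound plus 3 SD, cut at about 22% in these data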;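 also: 0% = DMSO only wells and the 100% control is not disclosed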
TROY signal inh = TROY signaling inhibition; Q293 LMP1-TROYcd NF-kB luciferase reporter, 4 h; inhibition, % at 10 µM; 360,000 compounds, 0.98% hits; AID 1347056;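 active = compounds whose plate-normalised and pattern-corrected inhibition of the luciferase reporter signal at the single screening dose is 50% or more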
TWEAK-Fn14 inh = TWEAK-Fn14 signaling inhibition; TWEAK-stimulated Fn14 reporter cells, luciferase luminescence, 8 h; inhibition, % at 10 µM; 360,000 compounds, 2% hits; AID 1159606; in the data active = inhibition above about 50%
Active calls of the source: *; nt = not tested or not shown. Not all compounds are listed; count on the stated rates, not on these rows.

SMILES	TLR9-MyD88 block	NCOA2 inhibitor	Granule exo inh	NR2F2 inh	SRC1 inh	NOD2-RIPK2 inh	NR5A2 inv ag	SRC3 inh	ABHD5-PLIN5 inh	TROY signal inh	TWEAK-Fn14 inh
C=CCNC(=O)C1CC1(c1ccccc1)c1ccccc1 (stereo unspecified)	-5	-16	-2	13	1	5	-2	22	-4	8	-7
Fc1ccc(C(c2ccc(F)cc2)N2CCN(C/C=C/c3ccccc3)CC2)cc1	1	-18	12	13	-7	-4	17	0	-10	10	5
C=CCn1c(SCC(=O)NC2CCCCC2)nnc1-c1sc(N)nc1C	-9	-10	0	7	-4	-10	12	15	-1	-10	-1
CCN1CCN(c2cc3c(cc2F)c(=O)c(S(=O)(=O)c2ccccc2)cn3C)CC1	-3	0	-1	-5	11	5	11	-28	-8	-9	2
O=C(COc1ccc(F)cc1)Nc1ccccc1N1CCOCC1	-3	-25	6	15	-7	0	21	15	5	-9	3
COc1ccc2[nH]cc(C(=O)CN(C)CCc3ccc(OC)c(OC)c3)c2c1	-19	0	4	2	-1	-2	1	-2	4	10	10
COc1ccc(Br)c(C(=O)N2CCCC2(C)C(=O)NCC(C)C)c1 (stereo unspecified)	nt	16	9	-8	-13	5	27	10	1	9	-6
O=C(Nc1ccc2ccccc2c1)/C(=C\c1ccc2c(c1)OCO2)NC(=O)c1ccco1	-4	-4	24	-12	1	-4	-17	14	-3	-25	-19
COC(=O)c1cc(S(=O)(=O)NCc2cccc(Br)c2)c[nH]1	-4	-2	-5	-5	12	3	4	-3	3	-15	-16
O=C1N[C@@H](Cc2ccccc2)C(=O)N2[C@@H]1C[C@@]1(Br)c3ccccc3N(S(=O)(=O)c3ccccc3)[C@@H]21	-5	-6	-2	-2	0	4	8	1	-1	0	22
O=C(O)c1cccc(NC(=O)c2cccc(S(=O)(=O)N3CCCCC3)c2)c1	8	-18	-1	-18	-18	-5	-68	-32	0	-30	-14
CS(=O)(=O)N1N=C(c2ccccc2)CC1c1cccs1 (stereo unspecified)	-2	-10	12	-9	-14	-4	-24	-2	0	-4	-3
CCN(CC)C(=O)CSc1nnc(-c2ccc(S(=O)(=O)N3CCOCC3)cc2)n1C	-16	-14	-4	-26	-7	-1	1	4	6	0	37
CCOc1ccc(S(=O)(=O)N2CCCC(C(=O)NCc3ccccn3)C2)cc1 (stereo unspecified)	-6	-1	23	-2	3	0	6	3	3	-6	2
COc1ccc(CC(=O)Nc2cc(S(=O)(=O)N3CCOCC3)ccc2N2CCOCC2)cc1OC	1	-21	10	3	-13	-7	4	3	1	24	-16
COc1cc(C(=O)Nc2ccc3nc(N4CCOCC4)sc3c2)cc(OC)c1OC	2	-17	-4	-29	-1	7	-17	-25	-5	-10	-32
CC(C)c1ccc(NC(=O)c2cnn(-c3ccccc3)c2NC(=O)c2ccco2)cc1	-7	-1	2	-7	3	-3	2	-4	-1	-13	-9
CC[C@]12C(=O)N(C)C[C@H]([C@@H]3C(=O)N(C)C(=O)[C@@H]31)N2C(=O)c1ccc(C(C)(C)C)cc1	-3	2	-1	1	-2	-11	-4	-6	-11	6	-4
COC(=O)[C@@]12C[C@@H](CC(=O)NCc3cccc(C(F)(F)F)c3)C(=O)N(Cc3ccco3)C1=CCC(C)(C)C2	nt	-3	19	4	nt	-8	33	nt	-2	nt	nt
COc1ccc(-c2c(-c3cc(OC)cc(OC)c3)n(C)c3ccc(-c4ccc(OC)cc4F)cc23)cc1	-1	0	-14	11	3	-8	12	2	3	-13	12
COc1ccccc1N1CCN(C(c2cccs2)C(C)NC(=O)c2cccnc2)CC1 (stereo unspecified)	0	-3	1	-8	4	4	-17	0	0	-7	-1
CSc1nnc([C@@H]2CCCN2C(=O)OC(C)(C)C)o1	-1	11	-2	6	-55	-5	0	26	-4	17	-4
CN1CCN(C2CN(Cc3ccc([N+](=O)[O-])cc3)S(=O)(=O)C2)CC1 (stereo unspecified)	5	-20	0	3	-13	-4	-1	-4	-3	6	-6
C/C(CC(=O)Nc1cccc2c1CCCC2)=N\NC(=O)c1cccc2ccccc12	-12	19	0	-6	-20	-1	-13	17	-4	-6	14
NC(=O)c1ccc(Cn2c(C(=O)c3cc(Cl)c(N)c(Cl)c3)c3ccccc3[n+]2[O-])cc1	-4	-33	-3	9	-13	3	25	-6	-9	-26	-16
Cc1ccc(S(=O)(=O)NCC(c2ccco2)N2CCc3ccccc3C2)cc1 (stereo unspecified)	-7	-5	-6	-12	-7	-2	-11	2	-7	-19	-10
Cc1ccc(C(=O)N2CCCN(c3nc4cc5c(cc4cc3C#N)OCO5)CC2)cc1	-11	-8	16	5	-14	-8	9	-22	-4	-13	14
CN(C)c1ccc(/C=C/C(=O)c2ccc(C(C)(C)C)cc2)cc1[N+](=O)[O-]	7	9	7	11	6	-1	6	11	-6	26	20
Cc1sc(=NC(=O)c2ccco2)n(C)c1-c1ccc(Cl)cc1	-2	-25	6	-29	-91	-1	-153	-75	4	-55	-71
CC(=O)CSc1nnc(C(F)(F)F)n1C	-8	-2	-11	9	4	1	-4	9	-2	-29	0
C[C@H](NC(=O)c1ccccc1)C(=O)OCC(=O)Nc1ccc(Cl)cn1	11	1	6	0	13	-1	-4	-10	-1	1	19
COc1ccc(CCNC(=O)Cc2ccc([N+](=O)[O-])cc2)cc1OC	-1	20	-10	-4	-11	-1	-15	3	2	11	-6
CCOc1ccccc1NC(=O)COC(=O)c1cnc(C)cn1	-15	-22	-1	-10	-5	-9	11	18	4	1	6
O=S(=O)(CC=CCS(=O)(=O)c1ccccc1)c1ccccc1	3	10	-9	1	-1	-12	17	0	1	5	-2
Cc1ccc(NC2CCCN(C(=O)c3c(C)noc3C)C2)cc1C (stereo unspecified)	8	-21	-1	11	-7	6	2	7	-4	20	22
COc1cc(OC)c(OC)cc1CNC(=O)c1ccc(S(=O)(=O)N2CCCCC2)cc1	-4	2	0	7	-13	0	-4	-22	6	14	-5
Cc1c(Cl)cccc1Nc1nc(N)nc(CSC(=S)N2CCOCC2)n1	1	-9	-3	-7	-12	-4	-23	-12	3	-47	-20
CCCc1cc(C(=O)NCCc2ccccc2)no1	-1	-32	14	-47	-80	-12	-91	-87	-9	-61	-15
CCOC(=O)CCCC(=O)N1CCOCCOCCN(C(=O)CCCC(=O)OCC)CCOCCOCC1	2	-9	-1	-3	-11	0	22	19	1	13	9
O=C(NCc1ccccc1)NC1(C(=O)N2CCOCC2)CCCCC1	-13	-2	5	21	2	-5	-7	20	4	16	-1
FC(F)(F)c1nnc(-c2ccccc2)nc1Oc1ccccc1	0	5	0	5	-5	0	-2	0	2	2	5
Cc1ccc(-n2ncc3c2CCCC3NC(=O)c2ccoc2)cc1C (stereo unspecified)	-9	-10	3	-3	-3	-2	1	6	1	18	11
CCc1cccc(C)c1NC(=O)CSc1ncn[nH]1	6	-4	-1	-8	1	-6	6	15	-5	17	-14
Cc1ccc(C)c(NC(=O)Cn2cnc3c(oc4ccccc43)c2=O)c1	4	-19	-1	-8	0	-9	6	20	-6	5	-2
O=S(=O)(N1CCOCC1)N1CCOCC1	2	2	-6	0	3	6	9	-14	6	-17	5
COc1ccc(-c2c(NC(=O)c3ccco3)oc3ccccc3c2=O)cc1	-1	-5	-2	-11	4	4	7	4	2	-22	-34
CSCCC(NC(=O)c1ccccc1Cl)C(=O)Nc1cccc(S(=O)(=O)N2CCCC2)c1 (stereo unspecified)	6	-16	-2	-5	0	-4	17	18	-7	-15	-9
O=C(COC(=O)CNC(=O)c1ccccc1F)NCC(F)(F)F	-3	9	-2	3	-1	3	4	-4	-3	-12	-9
CCOC(=O)/C(C#N)=C/c1c(N2CCN(c3cccc(Cl)c3)CC2)nc2c(C)cccn2c1=O	-12	11	6	-16	1	-13	15	-10	2	-4	7
CCn1nc(C)c(Br)c1Nc1ccc(Br)cc1	-7	31	-2	13	-6	1	10	18	0	10	-6
COc1ccccc1N1CCN(C/C(C)=C/c2ccccc2)CC1	6	11	0	18	14	8	7	4	-5	11	-22
CC(=O)NC1CC2CCCC(C1)N2S(=O)(=O)c1cccc(F)c1 (stereo unspecified)	7	2	0	-23	9	-6	1	-22	0	0	104*
COCCN(C(=O)CSc1n[nH]c(-c2ccc(OC)cc2)n1)c1c(N)n(Cc2ccccc2)c(=O)[nH]c1=O	-3	4	-6	18	8	-3	2	0	-4	-2	-6
Cc1nc(N)sc1C(=O)OCC(C)C	-9	5	-2	-24	4	-3	-7	9	1	2	0
CN(Cc1ccccc1)C(=O)c1[nH]cnc1C(=O)NCc1ccccc1	-1	-10	-4	2	-2	-7	-3	7	1	1	-13
CCc1ccc(C(=O)COC(=O)CNC(=O)CNC(=O)Cc2ccccc2)cc1	-2	-36	5	14	-3	-1	-33	-2	-2	7	5
O=C(NOCc1ccccc1)c1ccc(Cl)cc1	0	-41	-2	-29	-86	-6	-124	-70	7	30	66*
ClC1(Cl)CC1CSc1nc2ccccc2[nH]1 (stereo unspecified)	-1	-69	-1	-21	-43	-7	-62	-73	2	-49	-2
CC(C)c1nc(N2CCN(C(=O)c3ccco3)CC2)c2c3c(sc2n1)CCCC3	1	-9	0	16	-1	3	14	5	2	11	16
O=C(NC1CCCC1)C(c1ccccc1)N(C(=O)c1ccno1)c1ccccc1 (stereo unspecified)	-2	14	-3	0	-4	2	-3	2	7	5	-2

Continued; the last three above are carried over.
SMILES	TLR9-MyD88 block	NCOA2 inhibitor	Granule exo inh	NR2F2 inh	SRC1 inh	NOD2-RIPK2 inh	NR5A2 inv ag	SRC3 inh	ABHD5-PLIN5 inh	TROY signal inh	TWEAK-Fn14 inh
ClC1(Cl)CC1CSc1nc2ccccc2[nH]1 (stereo unspecified)	-1	-69	-1	-21	-43	-7	-62	-73	2	-49	-2
CC(C)c1nc(N2CCN(C(=O)c3ccco3)CC2)c2c3c(sc2n1)CCCC3	1	-9	0	16	-1	3	14	5	2	11	16
O=C(NC1CCCC1)C(c1ccccc1)N(C(=O)c1ccno1)c1ccccc1 (stereo unspecified)	-2	14	-3	0	-4	2	-3	2	7	5	-2
CCOc1ncccc1C(=O)NCc1ccc(OC)cc1	-5	nt	1	nt	7	0	-8	-41	1	5	27
Cc1ccccc1NC(=S)NC(NC(=O)c1ccccc1C)C(Cl)(Cl)Cl (stereo unspecified)	-3	4	2	2	2	-7	5	3	-6	9	-7
Cc1ccc(Cl)cc1NC(=O)c1cnn2c1NC(c1ccco1)CC2C(F)(F)F (stereo unspecified)	4	8	2	-9	-2	5	-17	5	6	-24	4
Cc1c(Cl)ccc2c(C(=O)NCCN3CCCCC3)cc(-c3ccccn3)nc12	1	6	25	-3	-4	10	-14	-5	22	9	-43
COc1ccc(C(=O)Nc2nc3ccccc3[nH]2)cc1S(=O)(=O)N1CCCC1	9	-26	0	0	0	9	-20	-15	1	nt	5
O=C(COc1ccc(/C=N/NC(=O)c2ccccc2O)cc1)Nc1ccc([N+](=O)[O-])cc1	1	-12	-5	0	-18	-3	-8	-15	-2	-34	-18
